# Screening data: PubChem, several laboratories
# DAX1 inh-1: DAX1 (NR0B1) inhibitors on StAR promoter, primary screen, cell-based, luminescence, SF-1 (NR5A1), full-length DAX-1; HEK293T StAR-luciferase reporter, SF-1/DAX-1 repression relief; inhibition, % at 6.8 µM; 1.1% of 370,000 active; AID 652010, 2013;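 active = inhibition above the mean over all tested compounds plus 3 SD, cut at about 3.6% in these data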;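 also: 0% = DAX-1 cells with DMSO and 100% = cells lacking DAX-1 with DMSO; higher inhibition means more luminescence from relief of DAX-1 repression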
# Rev-erbA mod: modulators of Rev-erb alpha DNA binding, primary screen, biochemical, FITC-DNA, fluorescence polarization, uHTS; Nuclear receptor subfamily 1 group D member 1 (Homo sapiens), P20393; Rev-erbα–FITC-DNA binding, 90 min; activity, % at 10 µM; 0.79% of 370,000 active;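 active = activity above about 14%, limit read from the data; passing the limit was not always enough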;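 also: 0% = DMSO wells with 35 nM protein and 100% = DMSO wells with 750 nM protein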
# Target sequence (P20393 whole entry, looked up): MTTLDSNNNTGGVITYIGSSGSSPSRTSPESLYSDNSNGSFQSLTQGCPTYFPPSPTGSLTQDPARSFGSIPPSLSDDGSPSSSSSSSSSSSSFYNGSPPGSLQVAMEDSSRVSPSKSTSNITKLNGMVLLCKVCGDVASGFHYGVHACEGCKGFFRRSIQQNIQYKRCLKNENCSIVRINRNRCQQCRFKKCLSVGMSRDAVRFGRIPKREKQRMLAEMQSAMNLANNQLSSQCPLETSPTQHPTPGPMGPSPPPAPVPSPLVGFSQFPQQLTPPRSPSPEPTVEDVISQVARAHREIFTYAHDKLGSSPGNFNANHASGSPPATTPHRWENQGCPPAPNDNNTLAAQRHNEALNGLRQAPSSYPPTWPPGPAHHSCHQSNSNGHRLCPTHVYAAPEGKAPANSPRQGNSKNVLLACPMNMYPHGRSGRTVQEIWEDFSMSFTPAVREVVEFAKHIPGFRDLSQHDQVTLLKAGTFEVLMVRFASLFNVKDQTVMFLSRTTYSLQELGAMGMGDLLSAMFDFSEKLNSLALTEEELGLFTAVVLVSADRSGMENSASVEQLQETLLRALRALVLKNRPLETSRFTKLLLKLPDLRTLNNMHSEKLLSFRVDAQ
# ADAM17 inh: ADAM17 inhibitors, primary screen, biochemical, QFRET | Disintegrin and metalloproteinase domain-containing protein 17 (Homo sapiens), P78536 | recombinant ADAM17, EDANS/DABCYL FRET peptide cleavage | inhibition, % at 6.95 µM | 0.83% of 370,000 active | AID 720648, 2013;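 active = inhibition above the mean of compounds lying between control limits plus 3 SD, set per campaign, cut at about 8.5% in these data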;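 also: 0% = DMSO-only wells as the low control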
# SMARCA2 activ: SMARCA2 (BRM) function activators, primary screen, cell-based, luminescence, high throughput | MG213 cells, MMTV-luciferase reporter, dexamethasone, overnight | activation, % at 9.1 µM | 1% of 370,000 active | AID 652017, 2013; in the data active = activation above about 7.8%;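 also: 0% = vehicle wells and 100% = reference activator wells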
# hgDAF12 agonist: H. glycines DAF-12 receptor agonists, primary screen, cell-based, luminescence, HEK293, GAL4 fusion, UAS-luciferase | HEK293 GAL4-hgDAF12 UAS-luciferase reporter, agonist luminescence; normalized to butyrate control | activation, % at 6.8 µM | 1.8% of 370,000 active | AID 687014, 2013;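 active = activation above a cutoff set at the mean of all screened compounds plus 3 SD, cut at about 10% in these data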;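 also: 0% = DMSO wells and 100% = sodium butyrate wells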
# PLC-beta3 inh: human PLC-beta3 inhibitors, primary screen, biochemical, fluorescence; 1-phosphatidylinositol 4,5-bisphosphate phosphodiesterase beta-3 (Homo sapiens), Q01970; Purified PLC-beta3, fluorogenic substrate; inhibition, % at 12.2 µM; 0.18% of 370,000 active; in the data active = inhibition above about 11%;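 also: 0% = median of compound wells on plate and 100% = full blocker control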
# DAX1 inh-2: DAX1 (NR0B1) inhibitors, primary screen, cell-based, HEK293, Gal4-DAX1, luciferase luminescence. Nuclear receptor subfamily 0 group B member 1 (Homo sapiens), P51843. HEK293 Gal4-DAX1 luciferase reporter. inhibition, % at 6.75 µM. 0.99% of 340,000 active. AID 504766, 2011;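 active = inhibition above the mean over all tested compounds plus 3 SD, cut at about 4.2% in these data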;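 also: 0% = DAX1-transfected cells with DMSO and 100% = empty-vector control cells with DMSO; inhibition shows as a rise in luminescence from relieved DAX1 repression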
# MBD2 DNA inh: inhibitors of MBD2 binding to methylated DNA, primary screen, biochemical, TR-FRET, DNA-binding domain, human. MBD2 binding to methylated oligonucleotide. inhibition, % at 4.4 µM. 0.31% of 370,000 active. AID 686964, 2013; in the data active = inhibition above about 13%
# Target sequence (Q9UBB5 whole entry, looked up, the tested form may be a part): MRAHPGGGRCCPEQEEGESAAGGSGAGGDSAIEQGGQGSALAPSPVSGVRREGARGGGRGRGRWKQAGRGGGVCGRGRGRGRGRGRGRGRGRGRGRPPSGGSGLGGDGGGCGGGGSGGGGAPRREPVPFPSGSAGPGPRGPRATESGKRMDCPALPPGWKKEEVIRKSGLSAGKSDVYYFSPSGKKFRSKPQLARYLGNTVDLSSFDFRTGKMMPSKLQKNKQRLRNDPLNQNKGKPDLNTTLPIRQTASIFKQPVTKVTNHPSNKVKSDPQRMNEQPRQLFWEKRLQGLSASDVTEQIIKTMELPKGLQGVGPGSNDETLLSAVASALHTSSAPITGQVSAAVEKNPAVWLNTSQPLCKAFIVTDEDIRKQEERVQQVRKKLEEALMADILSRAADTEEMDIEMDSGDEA
# PLCg1 inh: PLC-gamma1 enzyme inhibitors, primary screen, biochemical, fluorescence, purified enzyme. 1-phosphatidylinositol 4,5-bisphosphate phosphodiesterase gamma-1 (Homo sapiens), P19174. fluorogenic substrate. inhibition, % at 12.2 µM. 0.84% of 370,000 active. AID 720700, 2013; in the data active = inhibition above about 9.5%
# hcDAF-12 act: H. contortus DAF-12 nuclear receptor activators, primary screen, cell-based, luminescence, HEK293, lit1-tk-luc reporter; HEK293 hcDAF-12 lit1-tk-luc reporter; 0% DMSO, 100% Δ7-dafachronic acid; 1.4% of 370,000 active; activation, % at 6.8 µM;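 active = activation above the mean of all tested compounds plus 3 SD, cut at about 5.5% in these data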;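 also: 100% = response to 3 µM Δ7-dafachronic acid high control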
# ssDAF-12 act: S. stercoralis DAF-12 nuclear receptor activators, primary screen, cell-based, luminescence, HEK293, GRIP1 co-expression, lit1-tk-luc | Nuclear hormone receptor DAF-12 (Strongyloides stercoralis) | HEK293 ssDAF-12/GRIP1 lit1-tk-luc reporter; % of 3 µM dafachronic acid response | activation, % at 6.8 µM | 1% of 370,000 active | AID 652126, 2013;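 active = activation above the mean over all tested compounds plus 3 SD, cut at about 0.9% in these data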;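 also: 0% = DMSO-only wells and 100% = 3 µM delta7-dafachronic acid wells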
# Starred values were filed as active, the others as inactive; / = not tested or not shown. Some of the compounds tested. The share of hits here may be higher or lower than overall.
[1] Cc1cc(C=C2C(=O)N(C)C(=O)N(C)C2=O)c(C)n1-c1ccccc1
[2] COC(C)(C)CCCC(C)C/C=C/C(C)=C/C(=O)OC(C)C (stereo not drawn)
[3] COc1ccc(CCNCc2cccc(C(F)(F)F)c2)cc1OC
[4] CC1=CC(=C2C(=O)NC(=O)NC2=O)C=C(C(F)(F)F)N1Cc1ccccc1
[5] COc1cc(/C=C2/C(=O)NC(=O)N(c3ccc(C)cc3)C2=O)cc(OC)c1OC
[6] Clc1ccc(N2CC2c2ccncc2)cc1 (stereo not drawn)
[7] O=[N+]([O-])c1ccc2c(c1)C(c1ccccc1)=NCCN2
[8] N#CC(c1ccccc1)N1CCOCC1 (stereo not drawn)
assay / entry,1,2,3,4,5,6,7,8
DAX1 inh-1,0.1,-0.5,0.9,-0.1,-0.1,-0.2,-1.6,0.7
Rev-erbA mod,-2,9,-8,-3,4,4,0,2
ADAM17 inh,0,-1,-3,0,-7,1,-3,-2
SMARCA2 activ,-2,-4,-2,0,0,-1,-1,4
hgDAF12 agonist,-0.1,-2.8,-1.4,-0.4,0.9,3.6,-5.2,2.5
PLC-beta3 inh,2,2,-3,-4,-16,4,-6,-5
DAX1 inh-2,0.6,1.1,0.2,0.2,1.2,0.0,-1.2,-1.3
MBD2 DNA inh,-4,-1,2,-4,3,2,1,6
PLCg1 inh,-1,2,0,-4,-7,0,2,2
hcDAF-12 act,-2.5,-1.1,-1.3,-2.0,-1.3,0.5,-2.6,0.0
ssDAF-12 act,-0.7,-1.8,-2.1,-1.0,-1.4,-0.7,-1.2,-2.2

# Some entries already given, showing only ADAM17 inh, MBD2 DNA inh and DAX1 inh-1.
No.	SMILES	ADAM17 inh	MBD2 DNA inh	DAX1 inh-1
2	COC(C)(C)CCCC(C)C/C=C/C(C)=C/C(=O)OC(C)C (stereo not drawn)	-1	-1	-0.5
3	COc1ccc(CCNCc2cccc(C(F)(F)F)c2)cc1OC	-3	2	0.9
7	O=[N+]([O-])c1ccc2c(c1)C(c1ccccc1)=NCCN2	-3	1	-1.6
8	N#CC(c1ccccc1)N1CCOCC1 (stereo not drawn)	-2	6	0.7

# New compounds follow
[9] CCCN(CCC)C1Cc2cc(OC)c(OC)cc2C1
[10] Cc1cccc2nc(-c3ccccc3)c(-c3ccc(CN4CCC(n5c(=O)[nH]c6ccccc65)CC4)cc3)nc12
[11] CC1CCCN(C(=O)c2ccc(N3CC4CC(C3)c3cccc(=O)n3C4)c([N+](=O)[O-])c2)C1 (stereo not drawn)
[12] O=C(c1ccccc1)c1cn(CC(=O)N2CCCc3ccccc32)c2ccccc12
[13] C[C@]12CCC3[C@@H](CC[C@@H]4C[C@H](O)CC[C@]34C)[C@@H]1CCC2=O (stereo partly drawn)
[14] Cc1ccc(-c2nc3ccc(C)cn3c2CC(=O)N(C)C)cc1
[15] CCOC(=O)c1c(-n2c(C)cc(C=C3C(=O)NC(=O)NC3=O)c2C)sc2c1CCCC2
[16] Cc1ccc(-n2c(O)c(/C=N/N3CCCCC3c3cccnc3)c(=O)[nH]c2=S)cc1 (stereo not drawn)
assay / entry,9,10,11,12,13,14,15,16
DAX1 inh-1,0.3,-0.8,0.7,-1.1,1.0,0.5,-0.2,0.1
Rev-erbA mod,-9,-8,-1,2,2,4,-4,3
ADAM17 inh,-4,-15,2,1,-5,-57,-3,-3
SMARCA2 activ,-2,-2,-3,-3,0,-4,-3,-3
hgDAF12 agonist,-0.4,-1.0,-2.6,-4.3,0.8,5.6,-1.2,1.7
PLC-beta3 inh,2,-34,6,-8,6,-20,-13,2
DAX1 inh-2,0.8,/,0.0,-0.7,-0.1,3.4,-0.6,1.1
MBD2 DNA inh,-1,-2,-10,-2,-2,1,1,-5
PLCg1 inh,2,-20,3,-7,1,-18,-10,1
hcDAF-12 act,-0.2,-2.6,-0.6,-2.7,-3.5,0.2,-1.8,1.0
ssDAF-12 act,-1.5,-1.4,-1.3,-1.6,-1.7,-1.1,-1.3,-1.7

[17] C[C@@H]1NCCc2cc(O)c(O)cc21
[18] Nc1ccc(Cl)cc1C(=O)c1ccccc1Cl
[19] O=C1CC23c4ccccc4N4C(=O)CC5OCC=C6CN1C2CC6C5C43 (stereo not drawn)
[20] C=CCn1c(O)c(C(C)=NC(C)c2ccccc2)c(=O)[nH]c1=O (stereo not drawn)
[21] Cc1ccc(C2N(c3ccccn3)C(=O)C3CCCN32)o1 (stereo not drawn)
[22] COc1ccccc1CCNC1CCCC(C)C1 (stereo not drawn)
[23] O=C1NC(=O)N(Cc2ccccc2Cl)C(=O)/C1=C/c1cccs1
[24] CCC(=NCCN1CCOCC1)c1c(O)n(C2CCCCC2)c(=O)[nH]c1=O
assay / entry,17,18,19,20,21,22,23,24
DAX1 inh-1,0.3,0.0,0.0,0.2,0.6,-0.4,0.4,1.6
Rev-erbA mod,1,3,-4,1,-3,2,0,2
ADAM17 inh,-6,5,2,-7,-1,1,-5,-2
SMARCA2 activ,-6,-1,0,-3,1,-3,0,-1
hgDAF12 agonist,-2.0,-2.3,0.4,-2.6,-3.9,-3.2,0.5,-0.5
PLC-beta3 inh,-1,0,7,-26,-1,2,-8,-7
DAX1 inh-2,-0.2,-0.5,0.0,3.6,4.0,0.1,0.0,1.5
MBD2 DNA inh,3,-1,-1,1,-1,6,-3,0
PLCg1 inh,0,1,2,-15,-2,0,-4,3
hcDAF-12 act,-0.4,2.0,0.0,-2.0,-0.6,0.1,-0.8,0.7
ssDAF-12 act,-1.7,0.3,0.4,-1.9,-0.6,-2.0,-1.1,-0.5

[25] O=C1NC(=O)N(c2ccccc2)C(=O)/C1=C\c1ccc([N+](=O)[O-])s1
[26] NC1C2CN3CCN(C2)CC1(c1ccccc1)C3 (stereo not drawn)
[27] CCCN1CCC[C@@H](c2cccc(O)c2)C1
[28] COC(=O)C(O)(c1ccc(N(C)S(=O)(=O)c2ccccc2)cc1)C(F)(F)F (stereo not drawn)
[29] COc1ccc(C(C)=O)cc1CC(C(=O)c1ccc(F)cc1)N(C)C (stereo not drawn)
[30] CCOc1ccccc1N1C(=O)NC(=O)C(CCc2ccncc2)(CCc2ccncc2)C1=O
[31] O=C1NC(=O)[C@]2(Cc3ccccc3N3CCN(c4ccccc4)CC32)C(=O)N1c1ccccc1 (stereo partly drawn)
[32] C[C@H](NC(=O)OCc1ccccc1)[P+](=O)O
assay / entry,25,26,27,28,29,30,31,32
DAX1 inh-1,-0.5,0.3,-0.5,-0.1,0.1,-0.9,0.7,-0.8
Rev-erbA mod,-2,-3,-2,1,1,-17,-2,7
ADAM17 inh,-4,-3,-5,1,4,0,5,1
SMARCA2 activ,-1,-1,-2,-3,0,-3,0,-1
hgDAF12 agonist,-0.6,-1.8,0.6,-0.5,0.0,-2.3,8.4,4.3
PLC-beta3 inh,-40,-8,2,2,1,3,-26,5
DAX1 inh-2,/,-0.3,0.4,0.1,-0.4,0.5,1.2,/
MBD2 DNA inh,-2,5,5,3,-2,-2,-1,14*
PLCg1 inh,-17,-3,-1,1,-6,1,-16,2
hcDAF-12 act,1.7,-2.0,-2.4,-0.6,-1.0,-1.1,7.6*,-0.7
ssDAF-12 act,-1.1,-1.4,-1.0,-1.5,-0.2,-1.0,1.8*,-1.1

[33] N#CSCC(=O)N1c2ccccc2CCc2ccccc21
[34] CN1c2ccc(Br)cc2[C@@H]2NCC[C@@H]2[C@@H]1CO
[35] O=C(O)Cn1cc(C=C2C(=O)NC(=O)NC2=O)c2ccccc21
[36] CCOC(=O)[C@]12Cc3cc(N(C)C)ccc3[C@H]1N(Cc1ccccc1)C(=O)c1ccccc12
[37] C1CCC2CCCCC2C1 (stereo not drawn)
[38] Cc1cc(Br)cn2c(CC(=O)N3CCCCC3)c(-c3ccc(F)cc3)nc12
[39] C=CC1CN2CCC1CC2C(O)c1ccnc2ccccc12 (stereo not drawn)
[40] CC(N)Cc1c[nH]c2ccc(Cl)cc12 (stereo not drawn)
assay / entry,33,34,35,36,37,38,39,40
DAX1 inh-1,-0.7,-0.8,-0.3,-0.8,1.9,1.6,-0.2,-0.7
Rev-erbA mod,-1,-1,-3,2,0,9,0,-3
ADAM17 inh,-1,-44,-5,4,1,-3,1,1
SMARCA2 activ,0,0,0,-1,-4,-1,0,1
hgDAF12 agonist,-5.2,-0.2,-0.7,-2.1,-1.1,5.8,-4.5,1.5
PLC-beta3 inh,1,-19,-8,0,8,-2,3,1
DAX1 inh-2,-0.3,/,0.0,0.8,1.5,/,0.0,-0.5
MBD2 DNA inh,-6,-11,-3,-3,-1,1,2,-5
PLCg1 inh,1,-16,-6,4,2,-1,5,-12
hcDAF-12 act,-1.2,3.2,4.5,-2.4,-0.8,3.2,-1.1,1.5
ssDAF-12 act,-1.1,-0.2,0.0,-1.1,-1.1,0.5,-1.4,-0.5

# The closing 2 entries of the section above open the next one:
[39] C=CC1CN2CCC1CC2C(O)c1ccnc2ccccc12 (stereo not drawn)
[40] CC(N)Cc1c[nH]c2ccc(Cl)cc12 (stereo not drawn)
[41] COC(=O)c1c(C)n(Cc2ccc3c(c2)OCO3)c2ccc(O)cc12
[42] CS(=O)(=O)c1ccc(C2=C(CNC(=O)c3nccs3)[C@H]3CC[C@@H](C2)N3Cc2ccco2)cc1
[43] CCOC(=O)[C@]12Cc3cc(Cl)ccc3[C@H]1N(C)C(=O)c1cc(OC)ccc12
[44] Cc1ccc(/C=C2\C(=O)NC(=O)N(CC3CCCO3)C2=O)s1 (stereo not drawn)
[45] O=c1[nH]c(=O)n(CCc2ccccc2)c(O)c1/C=N/N1CCOCC1
[46] Cc1ccsc1C(=O)C1CCCN(Cc2cnn(C(C)C)c2)C1 (stereo not drawn)
assay / entry,39,40,41,42,43,44,45,46
DAX1 inh-1,-0.2,-0.7,-0.2,0.2,2.6,-0.3,0.1,0.2
Rev-erbA mod,0,-3,1,5,1,-2,-1,-2
ADAM17 inh,1,1,7,0,-4,-6,0,2
SMARCA2 activ,0,1,-3,-4,-5,-1,-4,-2
hgDAF12 agonist,-4.5,1.5,-3.7,1.0,-2.5,3.2,0.6,-0.6
PLC-beta3 inh,3,1,-6,1,-5,-14,-19,0
DAX1 inh-2,0.0,-0.5,-0.9,1.1,/,0.7,-0.8,-1.0
MBD2 DNA inh,2,-5,-1,-3,1,4,0,-3
PLCg1 inh,5,-12,11*,-3,0,-7,-9,-1
hcDAF-12 act,-1.1,1.5,-1.8,-1.0,0.6,0.1,0.2,1.9
ssDAF-12 act,-1.4,-0.5,-1.6,-1.2,-1.1,0.3,-1.2,-1.5
